# HTT aggregate = reduces HttQ103-GFP aggregates in PC12 cells; PC12 HttQ103-GFP aggregates, Acumen cytometry, 40 h; Potency, µM (titrated, usually from 46.1 µM), for the others: at the top dose activity change, negative = inhibition, usual class: inhibitors; actives 1.1% (n = 220,000); note: % is set by controls: 0 for no effect and ±100 for the full control effect; nearly all actives have a fitted effect of over 60% in size
#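 Aggregate formation scored by laser-scanning cytometer (488 excitation, 500–530 emission) in lysed PC12 cells expressing Q103-GFP after 100 nM tebufenozide induction; library tested in dose series, with ATPLite reagent added in the multiplex.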
# HTT ATP protect = protects HTT-Q103 PC12 cells, measured by ATP; actives 0.14% (n = 230,000); PC12 HTT-Q103 induced, cytoprotection, ATP luminescence, 40 h; AID 1471; Potency, µM (highest dose often 56.4 µM), inactives show cytoprotection (ATP increase), hits mostly activators;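 note: % of control where 0% means no effect; nearly all actives have a fitted effect of over 45% in size; toxic huntingtin expression switched on by the ecdysone agonist tebufenozide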
#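 Rat PC12, Q103 Htt exon1-GFP fusion, ecdysone promoter; tebufenozide inducer 100 nM final; compound titration; qHTS, 1500 cells/well; ATPlite luminescent read.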
# SMN2 splice enh = enhancers of SMN2 splice variant expression; HEK293 SMN2-luciferase splicing reporter, luminescence, 30-36 h; AID 1458; actives 2.8% (n = 210,000); Potency, µM (top dose mostly 46.1 µM), for inactives: at the top dose activity change, positive = activation, most hits filed as activators; note: % of control where 0% means no effect; nearly all actives have a fitted effect of over 55% in size
#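 HEK293 cells carry an SMN2 minigene-luciferase reporter in which exon 7 inclusion puts luciferase in frame. Cells were seeded at 2000 cells/well, attached for 10-12 hours, then exposed to compounds for 30-36 hours at 37C before ONE-Glo luminescence.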
# KDM4E inh = inhibitors of human JMJD2E histone demethylase; actives 1.6% (n = 230,000); B2RXH2; AID 2147; Potency, µM (highest dose often 57.1 µM), without a hit: at the top dose activity change, negative = inhibition, most hits filed as inhibitors; JMJD2E catalytic domain, FDH-coupled NADH fluorescence (FDH is formaldehyde dehydrogenase); active = well fitted inhibition curve with a large enough effect, not every such curve was filed as active; inconclusive = small, poorly fitted or top-dose-only effect, or another doubt; inactive = no such curve, though single readings can be large or run the other way;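 note: 0% = wells with enzyme and -100% = buffer wells without enzyme; nearly all actives have a fitted effect of over 50% in size; many of its hits are not listed in these tables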
# Target sequence (B2RXH2 1-337 limits assumed): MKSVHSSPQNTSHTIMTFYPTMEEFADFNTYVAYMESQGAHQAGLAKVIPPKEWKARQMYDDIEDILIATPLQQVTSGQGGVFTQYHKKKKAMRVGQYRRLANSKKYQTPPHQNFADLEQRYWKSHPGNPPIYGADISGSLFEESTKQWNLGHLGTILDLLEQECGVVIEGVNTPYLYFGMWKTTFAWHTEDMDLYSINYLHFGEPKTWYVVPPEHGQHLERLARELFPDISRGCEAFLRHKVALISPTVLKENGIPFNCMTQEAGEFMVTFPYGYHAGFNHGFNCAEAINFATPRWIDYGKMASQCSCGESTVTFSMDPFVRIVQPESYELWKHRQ
# Tau FP inhib = inhibitors of human tau fibril formation. P10636. K18 P301L tau heparin fibrillization, Alexa594 FP, 6 h. Potency, µM (top dose mostly 57.7 µM), without a hit: at the highest dose activity, negative = inhibition, usual class: inhibitors. actives 0.39% (n = 280,000). AID 1468; note: % is set by controls: 0 for no effect and ±100 for the full control effect; nearly all actives have a fitted effect of over 55% in size
# Target sequence (P10636 561-689 P618L limits assumed): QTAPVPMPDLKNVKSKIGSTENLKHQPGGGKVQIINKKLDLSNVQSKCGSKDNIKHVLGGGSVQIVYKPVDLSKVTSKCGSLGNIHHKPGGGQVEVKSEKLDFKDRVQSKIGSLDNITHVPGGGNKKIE
#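 Human tau K18 […] P301L fragment, 15 uM unlabeled plus 0.24 uM Alexa 594-labeled tau (final), with compound and 20 uM heparin in 100 mM sodium acetate pH 7; 6 hr at 37 C, then Alexa 594 FP read.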
# Tau fibril ThT = inhibitors of human tau fibril formation, thioflavin T binding; recombinant tau K18 P301L, heparin-induced fibrillization, ThT fluorescence; actives 2.1% (n = 270,000); AID 1460; Potency, µM (series often up to 57.4 µM), without a hit: at the top dose activity, negative = inhibition, most hits filed as inhibitors; P10636; note: % is set by controls: 0 for no effect and ±100 for the full control effect; nearly all actives have a fitted effect of over 55% in size
#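 Heparin-induced (20 uM) aggregation of recombinant human K18 P301L tau, 15 uM unlabeled with 0.24 uM labeled, pH 7 acetate buffer, 6 hr at 37 C with compound. Fibrils quantified by 30 uM ThT fluorescence after 1 hr ambient incubation.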
# ALDH1A1 block = inhibitors of human aldehyde dehydrogenase 1A1; Purified ALDH1A1, NADH fluorescence, propionaldehyde substrate; P00352; actives 7.3% (n = 220,000); Potency, µM (top dose mostly 75.3 µM), for inactives: at the highest dose activity, negative = inhibition, most hits filed as inhibitors; AID 1030; active = well fitted inhibition curve with a large enough effect, not every such curve was filed as active; inconclusive = small, poorly fitted or top-dose-only effect, or another doubt; inactive = no such curve, though single readings can be large or run the other way;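 note: plate controls were no enzyme wells and a reference inhibitor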
# Target sequence (P00352 whole entry, looked up): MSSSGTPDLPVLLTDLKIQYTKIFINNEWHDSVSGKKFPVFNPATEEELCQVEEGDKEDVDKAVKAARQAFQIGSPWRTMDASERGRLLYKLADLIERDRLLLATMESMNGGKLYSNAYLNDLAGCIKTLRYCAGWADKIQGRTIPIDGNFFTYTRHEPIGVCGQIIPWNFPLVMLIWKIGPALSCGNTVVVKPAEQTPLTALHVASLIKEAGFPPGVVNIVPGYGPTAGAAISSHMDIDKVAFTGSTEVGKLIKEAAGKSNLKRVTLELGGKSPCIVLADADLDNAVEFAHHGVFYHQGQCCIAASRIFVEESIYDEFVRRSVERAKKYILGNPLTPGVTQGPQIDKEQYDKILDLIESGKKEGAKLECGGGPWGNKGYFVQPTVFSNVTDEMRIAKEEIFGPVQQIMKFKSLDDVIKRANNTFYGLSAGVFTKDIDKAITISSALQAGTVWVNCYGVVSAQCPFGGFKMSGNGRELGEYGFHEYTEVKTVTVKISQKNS
# Tau fluor counter = counter-screen for tau fibril formation inhibitors. tau K18 P301L Alexa594 fluorescence, heparin fibrillization. actives 0.93% (n = 280,000). Potency, µM (highest dose often 57.7 µM), inactives show top-dose activity change, negative = decrease; note: % is set by controls: 0 for no effect and ±100 for the full control effect; nearly all actives have a fitted effect of over 55% in size
#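 Human tau K18 P301L (15 uM unlabeled, 0.24 uM Alexa 594-labeled) in 100 mM sodium acetate pH 7 with 20 uM heparin, 6 hr at 37 C. ThT 30 uM added, 1 hr ambient; Alexa 594 FP and total fluorescence read at 555/632 nm.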
# Active calls of the source: *; ? = inconclusive; nt = not tested or not shown; [ ] = another dose, or the depositor's remark. Unless noted, calls come from the whole dose curve; as a rule, active = well fitted curve in the direction sought with a large enough effect; inconclusive = small, poorly fitted or top-dose-only effect, or another doubt; inactive = no such curve, though single readings can be large; an effect the other way counts as inactive or inconclusive. Potency is the fitted concentration of half-maximal effect.
no.	compound	HTT aggregate	HTT ATP protect	SMN2 splice enh	KDM4E inh	Tau FP inhib	Tau fibril ThT	ALDH1A1 block	Tau fluor counter
1	C=C(C)COc1ccc(-c2nc(N)ncc2Oc2ccccc2OCC)c(O)c1	2%	-16%[0.074 µM]	-26%	-2%	?	1%	?	?
2	O=C1c2ccccc2C(Nc2ccc(S(=O)(=O)N3CCCCCC3)cc2)N1Cc1ccco1 (stereo unspecified)	?	-13%	-3%	-6%	2%	-17%	?	-17%
3	CC1(C)Cc2c(c(=S)nc(-c3ccccc3)n2CCN2CCOCC2)CO1	4%	10%[0.074 µM]	-1%	-3%	6%	3%	0%	8%
4	COc1ccc(-c2cn3cc(Br)cnc3n2)cc1	-4%	-21%[10 µM]	10µM*	?	-9%	?	10%	1%
5	CN(CCC#N)C(=O)COC(=O)c1cc(Cl)cc(Cl)c1N	-2%	-5%	10%	?	8%	-2%	?	-2%
6	O=c1c2ccccc2n(Cc2ccccc2F)c(=O)n1-c1cccc(F)c1	nt	nt	6%	nt	-6%	-5%	nt	-12%
7	CCOc1ccc(Cc2onc3c2C(=O)CC(C)(C)C3)cc1OCC	-4%	-33%[inhibitor]	-21%	1%	1%	2%	8.9µM*	-7%
8	O=C(Nc1cc(C(F)(F)F)ccc1Cl)C(Sc1ccccn1)c1ccccc1 (stereo unspecified)	5%[9.22 µM]	8%[10 µM]	nt	-2%	?	-4%	-4%	-24%
9	COc1ccc(C(=O)NNC(=O)c2cc3cccc(OC)c3oc2=O)cc1	-6%	-27%	1%	-7%	6%	?	-2%	6%
10	Cc1ccc(S(=O)(=O)N(C)Cc2ccc(-c3nnc4n3CCC4)cc2)cc1	-9%	-3%[10 µM]	11%	4%	2%	-13%	-9%	-6%

# Nine neighbouring records from above, for reference:
no.	compound	HTT aggregate	HTT ATP protect	SMN2 splice enh	KDM4E inh	Tau FP inhib	Tau fibril ThT	ALDH1A1 block	Tau fluor counter
2	O=C1c2ccccc2C(Nc2ccc(S(=O)(=O)N3CCCCCC3)cc2)N1Cc1ccco1 (stereo unspecified)	?	-13%	-3%	-6%	2%	-17%	?	-17%
3	CC1(C)Cc2c(c(=S)nc(-c3ccccc3)n2CCN2CCOCC2)CO1	4%	10%[0.074 µM]	-1%	-3%	6%	3%	0%	8%
4	COc1ccc(-c2cn3cc(Br)cnc3n2)cc1	-4%	-21%[10 µM]	10µM*	?	-9%	?	10%	1%
5	CN(CCC#N)C(=O)COC(=O)c1cc(Cl)cc(Cl)c1N	-2%	-5%	10%	?	8%	-2%	?	-2%
6	O=c1c2ccccc2n(Cc2ccccc2F)c(=O)n1-c1cccc(F)c1	nt	nt	6%	nt	-6%	-5%	nt	-12%
7	CCOc1ccc(Cc2onc3c2C(=O)CC(C)(C)C3)cc1OCC	-4%	-33%[inhibitor]	-21%	1%	1%	2%	8.9µM*	-7%
8	O=C(Nc1cc(C(F)(F)F)ccc1Cl)C(Sc1ccccn1)c1ccccc1 (stereo unspecified)	5%[9.22 µM]	8%[10 µM]	nt	-2%	?	-4%	-4%	-24%
9	COc1ccc(C(=O)NNC(=O)c2cc3cccc(OC)c3oc2=O)cc1	-6%	-27%	1%	-7%	6%	?	-2%	6%
10	Cc1ccc(S(=O)(=O)N(C)Cc2ccc(-c3nnc4n3CCC4)cc2)cc1	-9%	-3%[10 µM]	11%	4%	2%	-13%	-9%	-6%

# The results go on.
no.	compound	HTT aggregate	HTT ATP protect	SMN2 splice enh	KDM4E inh	Tau FP inhib	Tau fibril ThT	ALDH1A1 block	Tau fluor counter
11	CC(=O)Nc1ccc(OS(=O)(=O)c2c(C)cc(C)cc2C)cc1	6%	-55%[inhibitor]	-5%	-19%	?	-13%	-1%	?
12	Cc1ccc(CN2CC(C(=O)Nc3ccc4c(C)cc(=O)oc4c3)CC2=O)cc1 (stereo unspecified)	18%	-37%	-15%	?	-4%	-14%	?	-12%
13	CC(C)(O)CNC(=O)Nc1ccc(Cl)c(Cl)c1	-1%[9.22 µM]	9%[10 µM]	nt	-1%	-3%	-8%	nt	-13%
14	COCCN(CCOC)S(=O)(=O)c1ccc(C(=O)Nc2nnc(C3CC3)o2)cc1	-22%	15%[10 µM]	4%	-8%	8%	-4%	-5%	9%
15	COc1ccc(NC(=O)CN2C(=O)C(c3ccc(C(C)(C)C)cc3)=NC2(C)C)cc1Cl	nt	nt	6%	nt	?	7%	nt	-18%
16	COc1ccc(S(=O)(=O)NC(CC(=O)NCc2ccco2)c2ccco2)cc1 (stereo unspecified)	-2%	-32%	?	4%	1%	-6%	?	3%
17	CCc1nc2c(cnn2-c2ccc(C)cc2)c(=O)n1Cc1ccccc1	nt	nt	-23%	nt	?	0%	nt	-11%
18	Cc1ccccc1C(=O)c1cccn1CC(=O)NCCC1=CCCCC1	-26%	-27%	-6%	-25%	3%	-13%	-8%	-10%
19	O=C(Cn1nnc(-c2cccs2)n1)N1CCc2ccccc2C1	-6%	-3%[10 µM]	nt	3%	-3%	5%	3%	-3%
20	CCOC(=O)N1CCN(CC(=O)Nc2ccc(F)cc2)CC1	-10%[9.22 µM]	-5%[10 µM]	nt	-12%	2%	-1%	-2%	1%
21	CCCCCCn1c(=O)c(-c2nc3ccccc3c(=O)[nH]2)c(O)c2ccccc21	17%	9%	-5%	1%	1%	16%	2%	4%
22	Cc1ccc(S(=O)(=O)NCC2CCC(C(=O)NCc3ccco3)CC2)cc1 (stereo unspecified)	0%	12%[10 µM]	-15%	-8%	-4%	-7%	2.8µM*	-5%
23	COc1cccc(C2CC(=O)N(c3ccc(F)cc3)C3=C2C(=O)OC3)c1OC (stereo unspecified)	nt	nt	14%	nt	-3%	0%	nt	-6%
24	O=c1c(-c2ccc(O[C@@H]3O[C@H](CO)[C@@H](O)[C@H](O)[C@H]3O)cc2)coc2cc(O)cc(O)c12	nt	12%[1.9 µM]	nt	?	0%	-8%	?	-8%
25	COc1ccccc1N1CCN(CC(O)COc2ccc3c(c2)CCC3)CC1 (stereo unspecified)	1%	-4%	-15%	7%	12%	?	-5%	-14%
26	Cc1cc(C)nc(Nc2n[nH]c(COc3ccc(Cl)cc3)n2)n1	1%	-33%	-14%	2%	-3%	-11%	9%	-1%
27	C=CCn1c(C)cc(C(=O)CSc2nc3ccccc3o2)c1C	?	-17%[10 µM]	?	-8%	-6%	?	-10%	-28%
28	CC(=O)C1=C(O)C(=O)N(c2ccc(C)cc2)C1c1ccc([N+](=O)[O-])cc1 (stereo unspecified)	-3%[9.22 µM]	?	-5%	2%	6%	-14%	-9%	-1%
29	COc1ccc(Cl)cc1NC(=O)Nc1ccc(Br)cn1	8%[1.84 µM]	-26%	3%	11%	-2%	-9%	7%	-17%
30	CC(=O)Nc1cc(NC(C)=O)cc(C(=O)OCC(=O)N2CC(C)OC(C)C2)c1 (stereo unspecified)	-20%	10%[10 µM]	14%	-2%	2%	-14%	3%	1%
31	O=C(OCC(=O)N1CCCC1)c1ccc(NS(=O)(=O)c2cccs2)cc1O	-9%	-12%	-3%	-8%	6%	-9%	?	-7%
32	O=C(Oc1ccc2ccc(=O)oc2c1)c1cccs1	9%	2%[0.074 µM]	13%	?	1%	-5%	?	1%
33	CCOC(=O)C1=C(c2ccccc2)N2CCS(=O)(=O)N=C2S1	-6%	7%[10 µM]	1%	-3%	1%	-6%	7%	-1%
34	COc1ccc(CCNC(=O)C2CC3Cn4c(nc5cc6ccccc6cc54)C3N2C)cc1 (stereo unspecified)	-2%[9.22 µM]	-1%[10 µM]	nt	?	5%	-14%	nt	3%
35	CN(C)/C=C(\C#N)C(=O)c1cccnc1Oc1ccc(F)cc1F	-3%	-23%	-6%	4%	-5%	-16%	-1%	-13%
36	O=C(O)/C=C\c1ccccc1Oc1cccc(Cl)c1	11%	-19%[10 µM]	-2%	1%	9%	-4%	0%	6%
37	CC(C)COc1ccc2[nH]c3c(c2c1)CCCC3=O	-1%[9.22 µM]	-5%	-26%	?	1%	-16%	?	-4%
38	CCc1ccc(S(=O)(=O)c2cn(Cc3ccccc3)c3cc(F)c(F)cc3c2=O)cc1	nt	nt	-2%	nt	-9%	-4%	nt	-11%
39	O=[N+]([O-])/C(=C\Nc1ccccc1Cl)S(=O)(=O)c1ccccc1	12%	-5%	-1%	0%	-1%	-1%	-99%	-1%
40	COP(=O)(OC)C(Nc1ccc(C)cc1)c1ccc([N+](=O)[O-])cc1 (stereo unspecified)	1%	31%[10 µM]	?	-15%	11%	-12%	?	-6%
41	O=C(CSc1nc2c(oc3ccccc32)c(=O)[nH]1)Nc1cccc(Cl)c1	nt	nt	20µM*	nt	-17%	5%	nt	-2%
42	Cc1cccc(C(=O)NNc2ncnc3c2cnn3C)c1	-8%	1%	-2%	6%	-5%	5%	12%	-1%
43	O=C1CCCN1CCNC(=S)Nc1ccccc1	3%	-5%	3%	0%	0%	-6%	12%	-6%
44	O=C(N/N=C/c1ccco1)c1cnccn1	-6%	0%	6%	-3%	-4%	-4%	-3%	-3%
45	Cc1ccc(C(=O)N(CN2CCCC2=O)c2ccccc2)cc1C	12%	5%	4%	11%	6%	0%	?	7%
46	O=S(=O)(c1ccccc1)N1CCN(c2ncccn2)CC1	-18%	5%	?	-1%	0%	-3%	0%	-6%
47	C=CCn1c2ccccc2c2nnc(SCC(=O)Nc3c(C)n(C)n(-c4ccccc4)c3=O)nc21	26%	-12%	-28%	-6%	-4%	-2%	-9%	-2%
48	CCCCNC(=O)/C(C#N)=C/c1ccc(F)cc1F	11%	-22%	13%	-11%	12%	-12%	1%	-2%
49	CCOC(=O)c1ccc(NS(=O)(=O)c2cc(C)ccc2OC)cc1	-12%	2%	-27%	1%	9%	-1%	3%	-22%
50	O=C(/C=C/c1cccc2ccccc12)NCCC1=CCCCC1	-4%	-2%	-21%	?	-4%	-8%	?	0%
51	O=C(N/N=C/c1cccs1)C1COc2ccccc2O1 (stereo unspecified)	17%	-11%	6%	8%	2%	-6%	-2%	-2%

# Assay outcomes as filed in PubChem BioAssay.

# A portion of the library (hit frequency here may not be typical).
